HT1080 IDH1KD tx: toxicity to HT-1080 IDH1 knockdown cells (counter line); HT-1080 IDH1 knockdown viability, ATP luminescence, 48 h; Potency, µM (highest dose often 46.1 µM), for inactives: top-dose activity, negative = toxicity, usual class: cytotoxic; 2% of 360,000 active; AID 686971;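 further: potency means the concentration at half of the fitted maximal effect; 0% = DMSO wells and -100% = cell-free medium wells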
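Luminescent ATP read-out (CellTiter-Glo, 10 min at room temperature) after 48 h compound exposure at 37 °C gave viability of IDH1-knockdown HT-1080 cells. Activity was normalised to DMSO and cell-free wells, then fitted as concentration-response curves.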
KB-V1 MDR tox: kills drug-selected multidrug resistant KB-V1 cells; KB-V1 MDR cells viability, CellTiter-Glo, 72 h; Potency, µM (doses to about 46.1 µM), inactives show at the top dose activity change, negative = cytotoxicity, actives largely listed as cytotoxic; 3.4% of 400,000 active; AID 1347076; further: potency means the concentration at half of the fitted maximal effect; on the % scale 0 is the no-effect control and ±100 the full control effect; nearly all actives have a fitted effect of over 60% in size
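Compound-treated KB-V1 multidrug-resistant cells, 72 h, 37 degrees C; viability by CellTiter-Glo. Fitted qHTS curves give the values.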
SW480 rerep: inducers of DNA re-replication in SW480 colon cancer cells; 1.8% of 340,000 active; SW480 DNA re-replication, Hoechst DNA content imaging, 48 h; Potency, µM (titrated, usually from 46.1 µM), without a hit: at the highest dose re-replication activation, actives largely listed as activators; further: potency means the concentration at half of the fitted maximal effect; % of control where 0% means no effect; nearly all actives have a fitted effect of over 55% in size
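First, 250 cells per well were seeded. Next, compound or vehicle (23 nL) was pinned in, plates sat 48 hr at 37 C. Finally Hoechst was added for 40 min before fluorescence scanning.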
IL-1B inflam inh: inflammasome signaling inhibition, IL-1 beta readout | THP-1 LPS/ATP IL-1B secretion, AlphaLISA, 16 h; hits give low values | AID 743279 | 4.7% of 360,000 active | activity change, % at 57.5 µM; in the data active means activity change below about -50%; inconclusive means mostly about -30% to -49%; further: on the % scale 0 is the no-effect control and ±100 the full control effect
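Secreted IL-1B measured by AlphaLISA bead assay after 16 h compound exposure of THP-1 cells; compounds (final up to 57.5 uM) added 1 h before LPS (250 ng/mL) and ATP (1.25 mM) stimulation; lower signal means less secretion.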
HT1080NT lethal: kills 2HG-producing HT-1080-NT fibrosarcoma cells; HT-1080-NT fibrosarcoma viability, CellTiter-Glo ATP luminescence, 48 h; Potency, µM (top dose mostly 46.1 µM), for the others: at the highest dose activity, negative = less viability, hits mostly cytotoxic; 1.6% of 360,000 active; AID 686970;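 further: NT is the 2HG producing partner of a matched IDH1 knockdown line; potency means the concentration at half of the fitted maximal effect; 0% = DMSO-treated cells and -100% = media-only wells without cells; nearly all actives have a fitted effect of over 55% in size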
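Fibrosarcoma NT cells, 750 per well in 5% FBS RPMI, were exposed to compound for 48 hours. Viability: CellTiter-Glo luminescence.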
GLP-1R agonist: GLP-1 receptor (human) agonism; 0.007% of 380,000 active; AID 624172; P43220; Potency, µM (highest dose often 45.6 µM), inactives show at the highest dose activation, usual class: activators; HEK293 GLP-1R CRE-luciferase, luminescence, 4-6 h; cells express a hypersensitive GLP-1R form; further: potency means the concentration at half of the fitted maximal effect; % of control where 0% means no effect
Target sequence (P43220 whole entry, looked up): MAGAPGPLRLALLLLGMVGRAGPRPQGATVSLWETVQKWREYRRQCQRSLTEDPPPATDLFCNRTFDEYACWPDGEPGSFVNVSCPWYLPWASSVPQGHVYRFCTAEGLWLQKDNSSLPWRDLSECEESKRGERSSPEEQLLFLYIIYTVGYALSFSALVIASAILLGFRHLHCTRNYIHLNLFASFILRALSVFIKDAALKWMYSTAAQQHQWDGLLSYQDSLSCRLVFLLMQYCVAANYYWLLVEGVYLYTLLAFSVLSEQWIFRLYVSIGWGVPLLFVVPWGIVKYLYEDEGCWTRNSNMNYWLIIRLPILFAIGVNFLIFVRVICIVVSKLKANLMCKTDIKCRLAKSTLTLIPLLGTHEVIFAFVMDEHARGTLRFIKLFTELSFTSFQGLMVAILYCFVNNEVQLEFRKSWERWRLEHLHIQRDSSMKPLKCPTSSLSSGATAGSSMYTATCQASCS
KB-3-1 cytotox: KB-3-1 parental cell cytotoxicity; KB-3-1 viability, CellTiter-Glo ATP luminescence, 72 h; Potency, µM (titrated, usually from 46.1 µM), for inactives: at the top dose activity change, negative = cytotoxic, usual class: cytotoxic; 1.4% of 400,000 active; further: potency means the concentration at half of the fitted maximal effect; on the % scale 0 is the no-effect control and ±100 the full control effect; nearly all actives have a fitted effect of over 60% in size
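Luminescent ATP read-out (CellTiter-Glo) measures survival of drug-naive KB-3-1 cells after 72 h compound exposure at 37 °C. Titration series was screened from lowest to highest concentration, with DMSO vehicle plates as background controls.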
DRD3 agonist: agonists of human D3 dopamine receptor | AID 652048 | max activation, % | 0.58% of 410,000 active | P35462 | D3R DiscoveRx beta-arrestin cells, luminescence, 90 min; in the data active means max activation above about 30%; further: 0% is about no effect; mostly tested at two doses, the higher about 12 µM
Target sequence (P35462 whole entry, looked up): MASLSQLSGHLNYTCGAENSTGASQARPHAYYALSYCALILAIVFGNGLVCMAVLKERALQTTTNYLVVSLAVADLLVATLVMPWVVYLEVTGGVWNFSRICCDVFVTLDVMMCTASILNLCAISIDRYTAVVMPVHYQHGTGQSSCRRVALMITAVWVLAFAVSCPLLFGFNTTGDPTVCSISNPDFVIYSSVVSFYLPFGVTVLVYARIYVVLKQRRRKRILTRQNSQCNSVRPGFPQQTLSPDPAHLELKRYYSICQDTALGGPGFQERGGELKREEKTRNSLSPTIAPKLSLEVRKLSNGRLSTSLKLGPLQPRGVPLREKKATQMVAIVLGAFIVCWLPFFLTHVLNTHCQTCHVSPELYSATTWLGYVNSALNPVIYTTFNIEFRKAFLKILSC
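Agonist-mode cell screen: cells plated at 1500/well and incubated overnight at 37 °C, then exposed to library compounds for 90 min at 37 °C. Detection reagent was added for 30–60 min at room temperature, and luminescence was read.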
D3 antag: antagonists of human D3 dopamine receptor | D3R cells, DiscoveRx beta-arrestin luminescence, antagonist mode; hits give low values | P35462 | 2.5% of 360,000 active | max response, negative = inhibition, %; in the data active means max response below about -50%; inconclusive means no clear call, values can overlap the other calls; further: on the % scale 0 is the no-effect control and ±100 the full control effect; mostly tested at two doses, the higher about 12 µM
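Cells expressing the human receptor were seeded at 1500 cells/well, incubated overnight at 37 degrees C in 5% CO2, then exposed to library compounds with dopamine controls for 90 minutes at 37 degrees C before luminescent detection.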
* marks the source's active call; other numbers are inactive results; ? = inconclusive; . = no result given; [ ] = remark or other dose. Unless noted, the call rests on the fitted dose curve; in most records, active means well fitted curve in the direction sought with a large enough effect; inconclusive means small, poorly fitted or top-dose-only effect, or another doubt; inactive means no such curve, though single readings can be large; an effect the other way counts as inactive or inconclusive.

smiles	HT1080 IDH1KD tx	SW480 rerep	D3 antag	IL-1B inflam inh	KB-V1 MDR tox	GLP-1R agonist	KB-3-1 cytotox	HT1080NT lethal	DRD3 agonist
COc1ccc(-n2c(COc3ccccc3)nnc2SCC(N)=O)cc1	-4%	-1%	-10	4	25%	-1%	20%	2%	-1
COc1ccc(-c2cc([C@H]3[C@@H]4C=CCC[C@@]4(C)C(=O)N3Cc3ccccc3)ccc2F)cc1	?	-4%	8	4	?	6%	?	-22%	-16
COc1ccccc1NC(=O)Cn1nnc(C(=O)NCCc2ccccc2)c1N	?	?	-13	-5	-19%	13%	0%	-9%	-12
CCCCCn1c(=N)c(S(=O)(=O)c2ccc(C)cc2)cc2c(=O)n3cc(C)ccc3nc21	.	.	.	.	-8%	-7%	11%	.	-10
Nc1nc(=O)c2ccccc2s1	9%	-5%	1	0	28%	1%	1%	19%	-14
Cc1ncoc1C(=O)N1CCCC(CCC(=O)NCc2ccc(F)c(F)c2)C1 (stereo not given)	-4%	-6%	-3	23	?	8%	-5%	1%	0
CN1CCN(S(=O)(=O)c2cccc(C(=O)Nc3ccccc3N3CCOCC3)c2)CC1	8%	9%[1.84 µM]	13	-13	0%	-3%	14%	-3%	1
CCC(CO)Oc1cc(NCc2ccc(Cl)cc2)c2ncn(C(C)C)c2c1 (stereo not given)	-24%	?	-23	-9	0%	14%	-1%	-22%	-9
O=C(O)CC(CN1C(=O)c2ccccc2C1=O)c1ccccc1 (stereo not given)	5%	0%	1	29	-7%	12%	0%	9%	13
CCOC(=O)c1c(NC(=O)CCN2CCOCC2)sc(C)c1-c1ccccc1	-4%	7%	-4	-78*	-15%	?	11%	-5%	-5
CCn1c(CC(=O)Nc2ccc(C)cc2)nnc1SCC(=O)NCCc1ccccc1	-7%	-2%	-7	29	-2%	1%	10%	13%	8
COc1ccc2c(c1)CCCC21NC(=O)N(CC(=O)N2CC(C)OC(C)C2)C1=O (stereo not given)	0%	-4%	7	35	-2%	0%	-5%	2%	-4
CCN(CC)S(=O)(=O)c1ccc(N2C(=O)Nc3ccccc3N2O)cc1	3%	-1%	-13	28	-1%	-3%	4%	9%	2
Cc1cc(C)c(C)c(S(=O)(=O)N2C(=S)NC(=O)C2C(C)C)c1C (stereo not given)	3%[9.24 µM]	-2%	22	11	?	-6%	0%	4%	8
CC(C)Oc1ccc(NC(=O)c2ccncc2)cc1	0%	-2%	1	-15	?	-2%	?	-2%	4
O=C1CCCN1c1ccc(S(=O)(=O)NCc2ccc(F)cc2)cc1	-1%	?	11	45	-5%	0%	-10%	-1%	-1
O=C(Nc1ccc(C(=O)O)cc1)/C(=C\c1cccc([N+](=O)[O-])c1)NC(=O)c1ccc(Br)o1	18%	5%	-20	1	?	0%	4%	7%	8
C[C@H](NC(=O)c1[nH]cnc1C(=O)Nc1ccc(CNC(=O)OC(C)(C)C)cc1)C(=O)OCc1ccccc1	?	-4%	42	1	?	-10%	?	?	80*
CCOC(=O)c1cnc(-c2ccccc2)nc1N(C)C	-1%	-2%	-9	39	1%	7%	0%	-3%	7
CCN(CC)CCCN1C(=O)C(O)=C(C(=O)c2cc3cccc(OC)c3o2)C1c1ccncc1 (stereo not given)	-1%	-2%	14	27	3%	3%	8%	-4%	9
O=C(N/N=C/c1cc([N+](=O)[O-])ccc1O)c1ccc(COc2ccc3c(c2)CCC3)o1	?	?	-3	119	?	-4%	?	?	3
CC1(C)c2ccccc2N2CC(=O)N[C@@]21/C=C/C=C/c1ccccc1	?	-4%	-4	-28	-12%	-2%	?	10µM*	3
CCN(CC)C(C)C(=O)NCC1(c2ccccc2)CCOCC1 (stereo not given)	0%	-4%	3	15	-22%	-5%	-12%	11%	3
COc1ccc(OC)c(-c2cc(C(=O)Nc3c(C)nn(Cc4ccc(Cl)cc4)c3C)no2)c1	?	?	16	-63*	-6%	20%	-23%	-14%	41*
N#Cc1ccccc1S(=O)(=O)N1CCN(C(=O)C2COc3ccccc3O2)CC1 (stereo not given)	-6%	-4%	-16	8	21µM*	-33%	-14%	-3%	2

A different layout for two compounds above:
CCN(CC)S(=O)(=O)c1ccc(N2C(=O)Nc3ccccc3N2O)cc1
  HT1080 IDH1KD tx = 3% | SW480 rerep = -1% | D3 antag = -13 | IL-1B inflam inh = 28 | KB-V1 MDR tox = -1% | GLP-1R agonist = -3% | KB-3-1 cytotox = 4% | HT1080NT lethal = 9% | DRD3 agonist = 2

Cc1cc(C)c(C)c(S(=O)(=O)N2C(=S)NC(=O)C2C(C)C)c1C (stereo not given)
  HT1080 IDH1KD tx = 3%[9.24 µM] | SW480 rerep = -2% | D3 antag = 22 | IL-1B inflam inh = 11 | KB-V1 MDR tox = ? | GLP-1R agonist = -6% | KB-3-1 cytotox = 0% | HT1080NT lethal = 4% | DRD3 agonist = 8

Next records follow:
smiles	HT1080 IDH1KD tx	SW480 rerep	D3 antag	IL-1B inflam inh	KB-V1 MDR tox	GLP-1R agonist	KB-3-1 cytotox	HT1080NT lethal	DRD3 agonist
O=C(Cc1ccccc1)NCC(=O)N/N=C/c1cccnc1	-2%	-4%	5	29	0%	-2%	8%	12%	4
CN(C)CCNC(=O)C(=O)NCC1OCCN1S(=O)(=O)c1ccc2c(c1)OCCO2 (stereo not given)	11%	-8%	16	20	13%	10%	23%	-8%	-3
C[C@H](CO)N1C[C@H](C)[C@@H](CN(C)S(=O)(=O)c2ccc(F)cc2)Oc2ccc(NC(=O)NC3CCCCC3)cc2C1=O	-3%	?	-15	-24	5%	1%	-1%	4%	-19
COc1cc(C(=O)N2C(=O)c3cccc(N)c3C2=O)cc(OC)c1OC	-2%	-9%	1	14	-1%	0%	-2%	-7%	2
CC(C)NC(=O)Nc1cccc2c1O[C@H](CN(C)C(=O)Nc1ccccc1)[C@@H](C)CN([C@H](C)CO)C2=O	2%	-8%	5	-10	-11%	-1%	4%	19%	1
CCCC1C2CN(C(C)=O)CC=C2C(C#N)=C(N)C1(C#N)C#N (stereo not given)	-2%	-2%	-10	-17	6%	-5%	2%	-2%	-6
CCOc1ccc(N(C)C(=O)CCc2nnc3ccc(N4CCC5(CC4)OCCO5)nn23)cc1	24%	-10%	-7	-8	10%	-6%	7%	2%	7
CN(C)C(CNc1ccc([N+](=O)[O-])cc1C#N)c1ccccc1 (stereo not given)	18%	2%	16	2	-1%	4%	-1%	3%	1
CC1=C(C#N)C(=O)NC(C)(C)C1	2%	0%[9.22 µM]	-5	0	5%	0%	5%	3%	-3
Cc1cccc(CSCC(=O)NCc2ccc(S(N)(=O)=O)cc2)c1	8%	0%	15	26	-18%	-1%	-4%	2%	5
COc1cccc(-c2ccc3ncnc(NCc4cc(C)cs4)c3c2)c1	.	-3%	.	.	15%	-6%	?	.	.
C/C(CCc1ccccc1)=N\NC(=O)C(=O)Nc1cccc(Cl)c1	0%	7%	-15	-13	0%	2%	3%	1%	-12
CC(=O)N1CCc2cc(S(=O)(=O)CCC(=O)Nc3cc(C)cc(C)c3)ccc21	7%	4%	-4	72	10%	-3%	-1%	8%	1
Cc1cc(OCC(=O)NNC(=O)c2ccncc2)ccc1C(C)C	4%	-3%	-2	6	0%	-4%	10%	6%	2
CCOc1ccccc1NC(=O)c1nc(S(=O)(=O)Cc2ccccc2)ncc1Cl	-5%	27%	-107*	-97*	?	-8%	?	3%	-24
CC(C)OC(=O)CCNc1n[nH]c(=O)[nH]c1=O	1%	-1%[9.22 µM]	4	22	20%	7%	2%	-5%	-2
O=C(COC(=O)C1CC(=O)N(c2ccc3c(c2)OCCO3)C1)Nc1ccc2c(c1)CCC2 (stereo not given)	3%	-5%	0	10	-5%	-11%	3%	7%	7
CC(NC(=O)CNC(=S)N(Cc1cccs1)C1CCCC1)c1ccccc1 (stereo not given)	-9%	-8%	8	-24	0%	6%	-26%	-8%	3
CCN1CCOC(=O)C1CC(=O)Nc1ccccc1C(F)(F)F (stereo not given)	.	.	.	.	?	1%	10%	.	-13
O=C(N/N=C/c1ccc([N+](=O)[O-])o1)C(=O)Nc1ccc(C(=O)O)cc1	9%	?	2	18	?	-2%	1%	-17%	3
Cc1cccnc1NC(=O)NC(=O)c1ccc(C(C)(C)C)s1	0%	2%	-11	-13	-20%	3%	-30%	13%	-1
O=C(COC(=O)Cc1cccc2ccccc12)Nc1ccccc1-c1ccccc1	0%	-3%	5	5	-13%	8%	-2%	0%	-8
O=C(COC(=O)C1(c2ccccc2)CC1)NNC(=O)c1ccccc1F	0%	-4%	4	30	0%	1%	4%	1%	8
Cc1ccc(/C=N/NC(=O)c2n[nH]c3c2CCCC3)cc1	0.13µM*	0.73µM*	-13	.	1.2µM*	25%	?	0.16µM*	-18
Cn1cccc1/C=N/NC(=O)c1ccccn1	3%	?	-9	-21	-13%	0%	0%	0%	-1
CN(C(=O)c1ccc(NC(=O)Cc2cccc(NC(=O)C3CCN(C(=O)c4ccccc4)CC3)c2)cc1)C1CCCC1	0%	11%	-19	-19	-10%	7%	-8%	0%	-1
COc1ccccc1-n1nnnc1SCC(=O)NCC1(N2CCCCC2)CCCCC1	7%	-11%	7	-11	3%	4%	-1%	3%	-4
Cc1nc(Oc2ccccc2)c2ccccc2n1	-20%	-1%	-12	?	-10%	5%	0%	?	7
Cc1ccccc1N1CC2=C(C1=O)C(c1ccccc1)NC(=O)N2C (stereo not given)	2%	-9%	1	-2	-4%	1%	5%	1%	0
O=C(NCc1ccc(F)cc1)C(c1ccccc1)c1ccccc1	1%	15%	4	?	0%	5%	-2%	4%	6
O=C(CNCCO)N1CCc2ccccc21	4%	-7%	-8	9	24%	-24%	18%	4%	-9
CN(c1cccc(NC(=O)CN(c2cccc(F)c2)S(C)(=O)=O)c1)S(C)(=O)=O	11%	-3%	-18	6	-10%	0%	19%	15%	-2

Assay outcomes deposited in PubChem BioAssay by National Center for Advancing Translational Sciences (NCATS).
